From PubChem BioAssay
MC4R antag cAMP = antagonists of human melanocortin 4 receptor (MC4R); AID 540295; inhibition, % at 6.5 µM; hit rate 0.48% among 360,000; MC4R-expressing cells, MTII-stimulated cAMP, LANCE TR-FRET;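 active = inhibition above its plate's cutoff, the mean of tested wells on that plate plus 3 SD, cut at about 29% in these data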;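 also: 0% = Melanotan II alone and 100% = Melanotan II plus saturating MCL0020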
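system = U2OS cells with stable human MC4R expression | also added = Melanotan II challenge after compound preincubation | dosing = one concentration, 6.5 µM nominal | incubation = compound 30 min, challenge 1 h, detection 1 h | measured by = TR-FRET with Eu-cAMP and labeled anti-cAMP, 671 nm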
LMP1 NFkB inh = Epstein-Barr LMP1 NF-kappaB reporter inhibition; inhibition, % at 12.5 µM; hit rate 0.69% among 350,000; LMP1-induced NF-kappaB luciferase reporter cells, luminescence; AID 504558; in the data active = inhibition above about 41%;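 also: 0% = neutral control wells and 100% = reference inhibitor control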
TLR9-MyD88 inh = blocks human TLR9 binding to MyD88; CHO BLA complementation TLR9-MyD88, CCF4 FRET ratio; AID 504734; hit rate 0.21% among 340,000; inhibition, % at 4.98 µM; Q9NR96+Q99836;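 active = inhibition above the mean over all tested compounds plus 3 SD, cut at about 21% in these data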;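 also: 0% = DMSO only wells and 100% = clavulanate BLA inhibitor control wells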
Target sequence (Q99836 whole entry, looked up): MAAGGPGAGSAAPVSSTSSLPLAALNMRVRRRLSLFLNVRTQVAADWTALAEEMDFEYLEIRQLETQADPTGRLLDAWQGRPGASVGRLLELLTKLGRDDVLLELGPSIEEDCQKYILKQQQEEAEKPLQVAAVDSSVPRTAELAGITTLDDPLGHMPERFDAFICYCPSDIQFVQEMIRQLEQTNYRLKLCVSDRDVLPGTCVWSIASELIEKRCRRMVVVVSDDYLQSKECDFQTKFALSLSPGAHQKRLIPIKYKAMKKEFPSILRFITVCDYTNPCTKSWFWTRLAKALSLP
Target sequence (Q9NR96 whole entry, looked up): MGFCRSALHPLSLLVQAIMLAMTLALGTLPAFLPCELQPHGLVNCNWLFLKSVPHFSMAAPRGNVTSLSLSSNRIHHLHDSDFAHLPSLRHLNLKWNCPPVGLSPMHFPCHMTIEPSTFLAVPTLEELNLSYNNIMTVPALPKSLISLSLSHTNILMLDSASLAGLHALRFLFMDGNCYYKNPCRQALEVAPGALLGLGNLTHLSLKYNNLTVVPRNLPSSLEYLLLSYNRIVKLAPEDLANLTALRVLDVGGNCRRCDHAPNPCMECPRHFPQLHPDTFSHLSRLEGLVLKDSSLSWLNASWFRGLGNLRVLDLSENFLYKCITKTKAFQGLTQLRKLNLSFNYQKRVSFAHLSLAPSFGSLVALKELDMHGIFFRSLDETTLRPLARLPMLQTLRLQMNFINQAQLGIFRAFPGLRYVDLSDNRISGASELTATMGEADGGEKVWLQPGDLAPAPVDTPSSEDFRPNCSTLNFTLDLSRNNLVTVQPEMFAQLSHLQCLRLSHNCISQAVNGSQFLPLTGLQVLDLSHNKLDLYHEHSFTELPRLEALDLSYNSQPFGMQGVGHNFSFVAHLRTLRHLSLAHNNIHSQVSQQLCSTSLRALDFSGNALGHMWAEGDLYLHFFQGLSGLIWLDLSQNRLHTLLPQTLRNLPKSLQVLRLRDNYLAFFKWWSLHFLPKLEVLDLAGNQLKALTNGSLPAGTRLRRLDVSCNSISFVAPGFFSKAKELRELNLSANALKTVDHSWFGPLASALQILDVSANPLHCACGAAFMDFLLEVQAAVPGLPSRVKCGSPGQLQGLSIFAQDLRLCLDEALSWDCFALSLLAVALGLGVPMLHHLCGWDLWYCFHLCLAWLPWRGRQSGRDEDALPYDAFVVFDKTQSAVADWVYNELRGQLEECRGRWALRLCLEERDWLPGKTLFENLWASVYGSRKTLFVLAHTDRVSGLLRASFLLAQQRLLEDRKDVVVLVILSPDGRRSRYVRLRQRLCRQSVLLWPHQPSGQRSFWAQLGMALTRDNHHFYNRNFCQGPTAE
MC4R barr agon = human MC4R agonism via beta-arrestin. U2OS MC4R beta-arrestin complementation, luminescence; percent of melanotan II response, DMSO zero. hit rate 0.98% among 360,000. activation, % at 8.9 µM;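 active = activation above a per-plate cutoff, the mean activation of sample wells on that plate plus 3 SD, cut at about 8% in these data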
NCOA2 inhibitor = human SRC2 (NCOA2) inhibition. Q15596. HEK293 GAL4-SRC2 luciferase reporter, luminescence. inhibition, % at 9 µM. hit rate 0.17% among 370,000. AID 651957;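 active = inhibition above the mean inhibition of all tested compounds plus 3 SD, set per campaign, cut at about 52% in these data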;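 also: 0% = DMSO treated cells and 100% = cells given Gossypol at 36 µM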
NOD2 RIPK2 PPI = blocks binding of human NOD2 to RIPK2 | CHO BLA complementation NOD2-RIPK2, CCF4 ratio | inhibition, % at 4.98 µM | hit rate 0.38% among 360,000 | O43353; in the data active = inhibition above about 21%;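 also: 0% = vehicle only and 100% = reference blocker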
NR2F2 inh = NR2F2 (human) inhibition, primary screen; hit rate 0.7% among 370,000; inhibition, % at 8.6 µM; P24468; HEK293T NGFI-A luciferase reporter, luminescence; AID 686940;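 active = inhibition above a per-plate cutoff, mean inhibition of test wells between control levels plus 3 SD, cut at about 38% in these data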;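 also: cells cotransfected with COUP-TFII expression vector driving the NGFI-A reporter; 0% = median of COUP-TF2 test wells and 100% = reporter-only cells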
NCOA1 inh = inhibitors of human steroid receptor coactivator 1 (SRC1). HEK293 GAL4-SRC1 luciferase reporter, luminescence. hit rate 0.12% among 360,000. Q15788. inhibition, % at 3.6 µM. AID 588354;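 active = inhibition above the campaign mean plus 3 SD, with each screening campaign given its own cutoff, cut at about 60% in these data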;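 also: 0% = DMSO treated cells and 100% = gossypol at 36 µM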
NCOA3 inh = inhibits human SRC3 coactivator; Q9Y6Q9; inhibition, % at 3.6 µM; hit rate 0.17% among 360,000; AID 588352; HEK293 GAL4-SRC3 luciferase reporter, luminescence;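 active = inhibition above a per-campaign cutoff, the mean of all compounds plus 3 SD, cut at about 60% in these data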;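 also: 0% = DMSO-treated cells and 100% = gossypol-treated cells at 36 µM; higher means less SRC3-driven luciferase light from the GAL4 reporter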
ABHD5-PLIN5 inh = blocks binding of human ABHD5 to perilipin-5; Q00G26+Q8WTS1; Split G. princeps luciferase complementation, luminescence, 4 h; inhibition, % at 4 µM; hit rate 0.78% among 360,000; AID 602281;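 active = inhibition above the mean inhibition across every tested compound plus 3 SD, cut at about 22% in these data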;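 also: 0% = DMSO only wells and the 100% control is not disclosed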
NR5A2 inv ag = inverse agonists of human LRH-1 (NR5A2); HEK293T StAR-luciferase reporter, LRH-1 transfected, 24 h; inhibition, % at 3.6 µM; hit rate 0.13% among 360,000;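 active = inhibition above the mean inhibition of all tested compounds plus 3 SD, cut at about 73% in these data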;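 also: 0% = DMSO wells and 100% = reporter-only cells lacking LRH-1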
Starred values were filed as active, the others as inactive; x = no result given. These rows are one share of the data, so the mix of outcomes need not match the whole.

SMILES | MC4R antag cAMP | LMP1 NFkB inh | TLR9-MyD88 inh | MC4R barr agon | NCOA2 inhibitor | NOD2 RIPK2 PPI | NR2F2 inh | NCOA1 inh | NCOA3 inh | ABHD5-PLIN5 inh | NR5A2 inv ag
CC1(C(=O)NS(=O)(=O)c2cccc(C#N)c2)CCN1C(=O)C1(c2ccccc2)CC1 (stereo not given) | 16 | x | x | -0.8 | -24 | -2 | -8 | -38 | -8 | 2 | 6
Cc1ccc(S(=O)(=O)N2CCCCC2)cc1NC(=O)CSc1nncn1-c1ccccc1 | -2 | -13 | -2 | 1.9 | -19 | -14 | -21 | -4 | 5 | 18 | 10
COc1ccc(S(=O)(=O)N2CCN(C(=O)COc3ccccc3)CC2)cc1 | -3 | -3 | -10 | 1.0 | 10 | -3 | -16 | -5 | 10 | 3 | -5
O=C(OC1CC2CC1[C@H]1CCCCN1C2=O)N1CCOCC1 (stereo not given in full) | x | x | x | x | -19 | -15 | 11 | x | x | -2 | -6
CCCNC(=O)c1onc(CSc2ccncc2)c1C(=O)NCCC | 1 | -13 | 2 | 1.1 | 22 | -6 | 5 | -3 | 11 | 1 | 16
CCOc1ccc(NC(=O)C2CC(=O)N(CCc3ccccc3)C2)cc1OC (stereo not given) | 4 | 1 | -7 | -1.0 | -4 | 5 | 4 | 1 | -25 | -5 | -8
CCOC(=O)N1CCN(C2CC(=O)N(c3ccc(C)cc3)C2=O)CC1 (stereo not given) | 4 | -5 | -2 | -0.5 | 20 | -9 | -4 | -2 | 4 | 0 | 24
COC(=O)[C@]1(CC(C)C)N[C@H](c2ccc(-c3ccc4c(c3)OCO4)cc2)[C@@H]2C(=O)N(C)C(=O)[C@@H]21 | 2 | 0 | -2 | -0.2 | -5 | 8 | 9 | -18 | -10 | 6 | -34
COc1ccc(CCNC(=O)c2c(-c3ccccc3Cl)noc2C)cc1 | 0 | 1 | -9 | -0.6 | -11 | -2 | 11 | 5 | 13 | 0 | 6
Nc1ccc2c(c1)C(=O)N(c1cccc3ccccc13)C2=O | 25 | -23 | 7 | -1.0 | -13 | 13 | 2 | -2 | -3 | 2 | 9
O=c1c2cccnc2[nH]c(=S)n1Cc1ccccc1 | 5 | -3 | -3 | -0.6 | -14 | 11 | -2 | -1 | 2 | -1 | 16
CCN(CC)C(=O)c1cnn(-c2ccccc2)c1NC(=O)c1cccc(F)c1 | 6 | 0 | 11 | -2.4 | 9 | 1 | 0 | -5 | 11 | 5 | -12
Cc1ccc(S(=O)(=O)Nc2ccc3ncccc3c2[N+](=O)[O-])cc1 | 1 | -5 | -12 | -2.6 | -18 | 4 | -11 | 3 | 2 | 0 | 13
O=C(NCc1ccncc1)c1cccc(S(=O)(=O)N2CCc3ccccc32)c1 | -1 | 12 | 5 | -0.2 | 8 | 2 | 31 | -17 | 7 | 2 | 21
Cc1ccc(C(=O)COC(=O)CNC(=O)c2cccs2)cc1 | 5 | -1 | 1 | -1.9 | 11 | 11 | -9 | -6 | 17 | -4 | -3
COc1ccc(C(CNC(=O)c2cccc(NS(=O)(=O)c3ccccc3)c2)N2CCCC2)cc1 (stereo not given) | 5 | -11 | -2 | -0.8 | 4 | 13 | 0 | -18 | 11 | 2 | -17
COc1ccc(CN2CC[C@H]3C=CCc4cccc(c43)C2)cc1 | 2 | 5 | -2 | -0.4 | 3 | -13 | 3 | 2 | -2 | -2 | 14
CCc1nc2c(OCc3ccccc3C)cccn2c1N(C)C(=O)C(C)C | -5 | x | x | -0.4 | 21 | 7 | -2 | -25 | -11 | 6 | -5
O=C(NC1CC1)c1cccc2c1C(=O)c1ccc(N3CCC(N4CCCCC4)CC3)cc1S2(=O)=O | 0 | -5 | 2 | -0.9 | -9 | 11 | -6 | 1 | -27 | 8 | -35
CCOc1ccc(S(=O)(=O)NCC(=O)OCc2nnc(-c3ccccc3)o2)cc1 | 22 | -2 | -1 | -2.7 | 11 | -10 | 10 | -11 | -3 | -4 | -1
O=C(CSc1nc(=O)n2ccccc2n1)NCCc1ccccc1 | -1 | -1 | 6 | -1.2 | 2 | 8 | 2 | 8 | 5 | 6 | 20
CC(C)C[C@@H](CN)NC(=O)c1nc[nH]c1C(=O)N[C@@H](Cc1ccccc1)C(=O)CNC[C@H](C)NC(=O)c1nc[nH]c1C(=O)N[C@@H](CC(=O)O)C(=O)O | 8 | 0 | -5 | 1.2 | 13 | 6 | -7 | 8 | -16 | 5 | -6
CC(C)(C)OC(=O)NCCCC[C@H](NC(=O)c1nc[nH]c1C(=O)NC1CCN(C(=O)OC(C)(C)C)CC1)C(=O)OC(C)(C)C | 6 | -8 | 3 | -1.8 | -45 | 1 | 5 | -14 | 18 | 14 | 14
O=C(CSc1ncccn1)NC(=O)NCc1ccccc1 | 1 | 6 | 3 | 1.1 | -15 | 0 | 0 | -3 | 13 | -2 | -11
COc1cc(/C=C2\C(=N)N3N=CSC3=NC2=O)ccc1OS(=O)(=O)c1ccccc1 | 8 | -6 | -11 | 1.1 | -24 | -2 | 8 | -28 | -30 | 1 | -21
SMILES | MC4R antag cAMP | LMP1 NFkB inh | TLR9-MyD88 inh | MC4R barr agon | NCOA2 inhibitor | NOD2 RIPK2 PPI | NR2F2 inh | NCOA1 inh | NCOA3 inh | ABHD5-PLIN5 inh | NR5A2 inv ag
COC(=O)c1cc(C(=O)NCCC(C)C)cc([N+](=O)[O-])c1 | 9 | -6 | -1 | -0.6 | 0 | -9 | -5 | 6 | 5 | -1 | -8
CCN(CC)C1CCN(Cc2c(C(=O)N3CCCCCCC3)nc3ccc(Cl)cn23)C1 (stereo not given) | 5 | -4 | 7 | -1.1 | 10 | 2 | 22 | 4 | 1 | -1 | -9
O=C(/C=C/c1cccc([N+](=O)[O-])c1)Nc1cccc(NC(=O)c2cccs2)c1 | 2 | 1 | -7 | 0.0 | -32 | 2 | -22 | 2 | -2 | -4 | 4
O=S(=O)(c1ccccc1)N(CC(O)CN1CCOCC1)c1ccccc1 (stereo not given) | 4 | -9 | -2 | -0.1 | -4 | 1 | 12 | 4 | -4 | -2 | 5
CC1(C(=O)NS(=O)(=O)c2ccc(F)cc2F)CCN1C(=O)c1ccc(C2CCCCC2)cc1 (stereo not given) | 10 | x | x | -0.6 | -48 | 4 | 4 | -32 | 6 | 2 | 19
CCc1c(C#N)c(SCc2c(C)noc2C)nc2c1C(=O)CC(C)(C)C2 | 12 | -1 | -7 | 1.4 | 5 | -12 | -8 | -3 | -7 | -5 | 4
Cc1noc(C)c1C(=O)N1CC(C)OC(C)C1 (stereo not given) | 1 | 0 | 7 | -1.4 | -2 | -2 | -2 | -11 | 16 | -1 | -6
CC(C)NC(=S)N/N=C/c1cccs1 | -1 | -6 | 7 | -1.8 | 16 | 1 | -47 | 8 | 5 | -4 | -4
O=C(Cc1cccs1)N1CCN=C1SCc1ccc(Br)cc1 | -10 | -6 | 4 | -0.3 | 13 | 2 | 3 | 0 | 8 | -4 | 10
C[C@@]12C(=O)Nc3ccc(F)cc3C(=O)N1[C@H]1c3cc(Cl)ccc3OC[C@@H]1[C@@H]2c1ccccc1 | 5 | -12 | -17 | -0.7 | -5 | -15 | 18 | 3 | 12 | 14 | 8
COc1cccc(N2CC(C(=O)N3CCC4(CC3)CC(=O)c3ccccc3O4)CC2=O)c1 (stereo not given) | 4 | 2 | 2 | 3.7 | 1 | 2 | 9 | 5 | 2 | 6 | 2
COc1ccc(-c2ccc(N(C)C)cc2)cc1[C@H]1[C@H]2C=CC[C@@H](C)[C@@H]2C(=O)N1Cc1ccccc1 | -3 | 5 | -1 | -0.4 | -5 | -10 | 12 | -9 | 0 | 1 | -22
O=C(c1ccc(CN2CCOCC2)cc1)N1CCN(c2cccc(Cl)c2)CC1 | 9 | 7 | -1 | 0.1 | 18 | 5 | 4 | 5 | 19 | 5 | -5
CCNC(=O)C(=O)c1c(-c2ccccc2)[nH]c2ccccc12 | 13 | 25 | -14 | -1.0 | -17 | 1 | -14 | -1 | -2 | -2 | 6

Shown with two lines to a compound: part of the list above
The line under a structure holds: MC4R antag cAMP, LMP1 NFkB inh, TLR9-MyD88 inh, MC4R barr agon, NCOA2 inhibitor, NOD2 RIPK2 PPI, NR2F2 inh, NCOA1 inh, NCOA3 inh, ABHD5-PLIN5 inh, NR5A2 inv ag
> COC(=O)c1cc(C(=O)NCCC(C)C)cc([N+](=O)[O-])c1
→ 9, -6, -1, -0.6, 0, -9, -5, 6, 5, -1, -8
> CCN(CC)C1CCN(Cc2c(C(=O)N3CCCCCCC3)nc3ccc(Cl)cn23)C1 (stereo not given)
→ 5, -4, 7, -1.1, 10, 2, 22, 4, 1, -1, -9
> O=C(/C=C/c1cccc([N+](=O)[O-])c1)Nc1cccc(NC(=O)c2cccs2)c1
→ 2, 1, -7, 0.0, -32, 2, -22, 2, -2, -4, 4
> O=S(=O)(c1ccccc1)N(CC(O)CN1CCOCC1)c1ccccc1 (stereo not given)
→ 4, -9, -2, -0.1, -4, 1, 12, 4, -4, -2, 5
> CC1(C(=O)NS(=O)(=O)c2ccc(F)cc2F)CCN1C(=O)c1ccc(C2CCCCC2)cc1 (stereo not given)
→ 10, x, x, -0.6, -48, 4, 4, -32, 6, 2, 19
> CCc1c(C#N)c(SCc2c(C)noc2C)nc2c1C(=O)CC(C)(C)C2
→ 12, -1, -7, 1.4, 5, -12, -8, -3, -7, -5, 4
> Cc1noc(C)c1C(=O)N1CC(C)OC(C)C1 (stereo not given)
→ 1, 0, 7, -1.4, -2, -2, -2, -11, 16, -1, -6
> CC(C)NC(=S)N/N=C/c1cccs1
→ -1, -6, 7, -1.8, 16, 1, -47, 8, 5, -4, -4
> O=C(Cc1cccs1)N1CCN=C1SCc1ccc(Br)cc1
→ -10, -6, 4, -0.3, 13, 2, 3, 0, 8, -4, 10
> C[C@@]12C(=O)Nc3ccc(F)cc3C(=O)N1[C@H]1c3cc(Cl)ccc3OC[C@@H]1[C@@H]2c1ccccc1
→ 5, -12, -17, -0.7, -5, -15, 18, 3, 12, 14, 8
> COc1cccc(N2CC(C(=O)N3CCC4(CC3)CC(=O)c3ccccc3O4)CC2=O)c1 (stereo not given)
→ 4, 2, 2, 3.7, 1, 2, 9, 5, 2, 6, 2
